# a7 integrin act: activates integrin-mediated alleviation for muscular dystrophy; alpha7betagal myoblasts, beta-gal FDG fluorescence, 48 h; Potency, µM (top dose mostly 38.3 µM), inactives show at the top dose activation, usual class: activators; 350,000 tested, 0.064% active; AID 624291;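 also: potency is read from the fitted curve at half-maximal effect; 100% = response of the positive control SU9516; nearly all actives have a fitted effect of over 60% in size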
#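 alpha7betagal+/- myoblasts (passage 13, 250/well) treated 48 h at 37C with compounds at 1:260 dilution of DMSO stock. Lysed, then beta-galactosidase activity read as FDG fluorescence (ex 480/em 540) after 30 min, with pre-read for autofluorescence.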
# TCR act: activates T cell receptor signaling | primary human leukocytes, anti-CD3, IL-2 HTRF, 48 h | Potency, µM (highest dose often 9.22 µM), without a hit: top-dose activation of IL-2 secretion, most hits filed as activators | 330,000 tested, under 10 active | AID 504894; also: % of control where 0% means no effect
#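 Activity was scored as IL-2 release from primary human leukocytes given only a TCR signal (a-CD3 beads) plus compound for 48 hr. Detection used a two-antibody HTRF format read at 665nm.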
# A-T KAP1 phos: candidate therapy for ataxia-telangiectasia; […] A-T fibroblasts, KAP-1 phosphorylation AlphaLISA; neocarzinostatin DNA damage 30 min before lysis; Potency, µM (top dose mostly 57.5 µM), inactives show at the highest dose activation, hits mostly activators; 320,000 tested, 0.19% active; AID 485349; also: potency is read from the fitted curve at half-maximal effect; % of control where 0% means no effect; nearly all actives have a fitted effect of over 45% in size
#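 hTERT-immortalized A-T patient fibroblasts ([…]), 500 cells/well in OPTI-MEM, 1% FBS, got compounds for 60 min, then NCS for 30 min at 37C. Lysates were then assayed for phospho-KAP-1 by AlphaLISA (anti-pKAP1 donor, anti-KAP1 acceptor beads), 6 hr at 25C.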
# ASM inhibitor: human S-ASM enzyme inhibition; AID 504937; placental ASM, HMU-PC fluorogenic substrate, 60 min; Potency, µM (highest dose often 57.5 µM), for the others: at the top dose activity change, negative = inhibition, usual class: inhibitors; 340,000 tested, 0.006% active; P17405; also: potency is read from the fitted curve at half-maximal effect
# Target sequence (P17405 47-631 limits assumed): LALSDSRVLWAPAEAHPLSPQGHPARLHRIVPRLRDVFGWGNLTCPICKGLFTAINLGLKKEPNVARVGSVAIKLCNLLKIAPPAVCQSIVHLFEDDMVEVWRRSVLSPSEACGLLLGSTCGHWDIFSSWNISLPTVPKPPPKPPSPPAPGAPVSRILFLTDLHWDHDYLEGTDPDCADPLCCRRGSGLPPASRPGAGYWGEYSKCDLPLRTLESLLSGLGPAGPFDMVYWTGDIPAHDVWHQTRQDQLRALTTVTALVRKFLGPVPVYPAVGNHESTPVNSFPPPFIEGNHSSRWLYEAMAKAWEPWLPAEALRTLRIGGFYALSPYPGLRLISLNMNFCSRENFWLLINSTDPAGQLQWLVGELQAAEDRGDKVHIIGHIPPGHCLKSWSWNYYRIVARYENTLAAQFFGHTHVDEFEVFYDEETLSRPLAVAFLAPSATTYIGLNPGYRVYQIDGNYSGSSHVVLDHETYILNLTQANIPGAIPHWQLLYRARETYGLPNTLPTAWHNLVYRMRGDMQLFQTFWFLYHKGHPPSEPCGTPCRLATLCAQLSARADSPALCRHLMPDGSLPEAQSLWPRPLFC
#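 HMU-PC0 cleavage (9 uM final) by human placental ASM, 60 min at 37 °C following 10 min compound exposure at RT; stopped at pH 10, fluorescence Ex 386/Em 447 nm.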
# TSHR antagonist: antagonists of human thyroid stimulating hormone receptor; activity change, negative = inhibition, % at 11.5 µM; AID 504810; 330,000 tested, 0.2% active; TSHR-expressing cells, TSH-stimulated cAMP HTRF, 2 h; active compounds read low;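 active = activity change below a set negative limit, meaning inhibition stronger than a set level, cut at about -70% in these data; inconclusive = activity change between two set negative limits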; also: % is scaled to controls: 0 for no effect and ±100 for the full control effect
#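 Freshly harvested TSHR cells receive pin-tooled compound, then EC80 TSH at 4nM final. After 2 hours at 37 deg C, antibody in lysis buffer and cAMP-d2 are added; 30 minutes at ambient temperature precede the HTRF read.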
# ELG1 DNA repair: blocks ELG1-dependent DNA repair in HEK293T cells | 330,000 tested, 2.3% active | HEK293T ELG1-luciferase reporter, luminescence, 16 h; DNA damage induced by 5-fluorouridine | Potency, µM (top dose mostly 46.1 µM), inactives show at the highest dose activity change, negative = inhibition, most hits filed as inhibitors | AID 504467; also: potency is read from the fitted curve at half-maximal effect; % is scaled to controls: 0 for no effect and ±100 for the full control effect; nearly all actives have a fitted effect of over 55% in size
#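 HEK293T cells expressing luciferase-tagged ELG1 (2,000/well) received 5-Fluorouridine plus compound or DMSO for 16 hr at 37 °C. Luciferase was read by ONE-Glo luminescence after 30 min at room temperature.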
# Mito fusion yeast: inhibitors of mitochondrial division or activators of mitochondrial fusion; Potency, µM (highest dose often 46.1 µM), for inactives: top-dose growth rescue (activation), most hits filed as activators; S. cerevisiae fusion-defective mutant growth rescue, CellTiterGlo 48 h; 320,000 tested, 0.23% active;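 also: potency is read from the fitted curve at half-maximal effect; % of control where 0% means no effect; nearly all actives have a fitted effect of over 45% in size; temperature-sensitive fusion mutants such as fzo1-1 at 37 °C on non-fermentable ethanol glycerol medium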
#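 Luminescent cell viability in 1536-well qHTS format served as the measure of rescued growth in ts fusion-mutant S. cerevisiae cultured on non-fermentable YPEG for 48 hours at 37C.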
# BCR signal inh: chronic active BCR signaling inhibition | ABC-DLBCL IkBa-CBG/CBR reporter, luminescence ratio, 4 h | Potency, µM (doses to about 46.1 µM), for inactives: at the top dose ratio change, negative = lower green/red ratio, actives largely listed as inhibitors | 340,000 tested, 0.05% active | AID 493014; active = well fitted inhibition curve with a large enough effect in the signal ratio, with a control signal flat, not every such curve was filed as active; inconclusive = small, poorly fitted or top-dose-only effect, or effect the other way, or a change in a side signal; the % refers to the signal ratio;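 also: potency is read from the fitted curve at half-maximal effect; plate controls were basal doxycycline-induced cells for no effect and cells given 10 µM MG132 for full effect; MG132 reads +100%, hits lower the ratio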
#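 Doxycycline induced both beetle luciferases in TMD8 lymphoma cells; IKK-driven degradation limits the IkappaBalpha-fused green signal, while red luminescence normalises for cell number and nonspecific effects. Compounds tested up to 46 uM, 4 hrs.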
# Eya2 phos inh: Eya2 (human) phosphatase inhibition. Potency, µM (highest dose often 76.9 µM), without a hit: top-dose activity, negative = inhibition, usual class: inhibitors. AID 488837. O00167. 330,000 tested, 0.006% active. recombinant Eya2, OMFP fluorescence dephosphorylation (OMFP is methylfluorescein phosphate); also: potency is read from the fitted curve at half-maximal effect; % is scaled to controls: 0 for no effect and ±100 for the full control effect
#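 Eya2 (0.2 uM) preincubated 10 min at ambient with compound, then OMFP substrate added at 50 uM; 10 min reaction in 50 mM HEPES pH 7.5, 50 mM NaCl, 5 uM MgCl2, 0.05% BSA, 1 mM DTT. Fluorescence read at Ex 485/Em 525 nm.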
# TSG101-PTAP inh: blocks PTAP/TSG101 interaction to inhibit HIV-1 budding. Q99816. Fluorescence polarization, FITC-PTAP peptide / Tsg101 binding. AID 493005. Potency, µM (series often up to 115 µM), for the others: at the top dose activity change, negative = inhibition, actives largely listed as inhibitors. 340,000 tested, under 10 active; active = well fitted inhibition curve with a large enough effect in the main read-out, with a control signal flat, not every such curve was filed as active; inconclusive = small, poorly fitted or top-dose-only effect, or effect the other way, or a change in a side signal; inactive = no such curve, though single readings can be large or run the other way; also: potency is read from the fitted curve at half-maximal effect; % of control where 0% means no effect
#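 Tsg101 binding domain (10 uM final) was mixed with compound and a FITC-labeled PTAP peptide (50 nM final) in HEPES pH 7.5 buffer with NaCl, Tween 20, EDTA and TCEP; fluorescence polarization was read after 20 min at r.t.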
# Tb PFK block: T. brucei PFK enzyme inhibition | O15648 | T. brucei PFK, ADP-Glo luminescence | Potency, µM (top dose mostly 57.5 µM), inactives show top-dose activity, negative = inhibition, most hits filed as inhibitors | 330,000 tested, 0.17% active | AID 485367;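 also: potency is read from the fitted curve at half-maximal effect; 0% = uninhibited 1x PFK enzyme wells and -100% = no-enzyme wells; nearly all actives have a fitted effect of over 60% in size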
# Target sequence (O15648 whole entry, looked up): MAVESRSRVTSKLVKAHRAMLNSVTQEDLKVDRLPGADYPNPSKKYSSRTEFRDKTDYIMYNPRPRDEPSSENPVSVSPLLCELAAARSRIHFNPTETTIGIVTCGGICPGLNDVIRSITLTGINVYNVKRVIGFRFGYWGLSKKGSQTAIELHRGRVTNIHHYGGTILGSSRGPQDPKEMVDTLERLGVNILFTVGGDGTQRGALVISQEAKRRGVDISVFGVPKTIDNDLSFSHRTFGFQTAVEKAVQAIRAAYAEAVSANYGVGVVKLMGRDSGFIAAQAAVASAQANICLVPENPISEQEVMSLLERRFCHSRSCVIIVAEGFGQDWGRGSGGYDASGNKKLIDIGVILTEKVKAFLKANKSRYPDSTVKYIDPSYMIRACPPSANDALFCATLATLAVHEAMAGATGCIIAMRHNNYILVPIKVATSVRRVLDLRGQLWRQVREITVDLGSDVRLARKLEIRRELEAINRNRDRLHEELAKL
#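 Compounds were pin-transferred as a titration series up to 57 uM into substrate buffer (0.5 mM F6P, 0.1 mM ATP, pH 8.0), then 1.25 nM PFK was added and reactions ran 45 min before ADP-Glo detection.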
# Active calls of the source: *; ? = inconclusive; nt = no result given; [ ] = dose if it differs, or a comment. Unless noted, calls follow the shape of the dose curve; as a rule, active = well fitted curve in the direction sought with a large enough effect; inconclusive = small, poorly fitted or top-dose-only effect, or another doubt; inactive = no such curve, though single readings can be large; an effect the other way counts as inactive or inconclusive.
SMILES,a7 integrin act,TCR act,A-T KAP1 phos,ASM inhibitor,TSHR antagonist,ELG1 DNA repair,Mito fusion yeast,BCR signal inh,Eya2 phos inh,TSG101-PTAP inh,Tb PFK block
Cc1ccc(-c2ccc(=O)n(Cc3cc(C)ccc3C)n2)cc1,0.0%,-6.1%,7.1%,-2.3%,-0.5,?,9.2%,-3.2%,?,-8.2%,0.6%
COc1ccc(N(CC(=O)Nc2ccccc2Cl)S(=O)(=O)c2ccc(C)cc2)cc1OC,28.0%,2.9%,-1.1%,-3.9%,-5.2,-22.9%,1.2%,-6.4%,1.2%,-8.8%,2.3%
C/C(=C\c1ccccc1)CN1CCN(C)CC1,13.9%,4.4%,-4.4%,5.6%,7.5,-1.8%,0.9%,0.8%,5.2%,-4.8%,-4.0%
O=C(NC(Cc1ccccc1)C(=O)O)/C(=C/c1cccc([N+](=O)[O-])c1)NC(=O)c1ccco1 (centres undefined),0.0%,-3.7%,0.4%,4.2%,-4.6,3.0%,0.7%,-4.1%,1.5%,-0.6%,5.6%
CCSc1nc(C)cc(C)c1S(=O)(=O)c1ccccc1C,-14.7%,1.6%,10.5%,-1.6%,?,3.6%,19.7%,6.7%,-29.6%,-0.9%,-4.0%
CCOC(=O)C1CCN(C(=O)c2ccc(CNS(=O)(=O)c3ccc(OC)cc3)cc2)CC1,-24.3%,2.1%,-0.8%,3.0%,-8.7,-4.3%,6.9%,-0.5%,0.3%,0.7%,8.4%
COc1ccccc1NC(=O)CC(=O)c1cccc([N+](=O)[O-])c1,-14.6%,-3.8%,-13.3%,-3.4%,-9.4,-2.9%,1.1%,?,9.1%,-0.1%,4.3%
Cc1cc(/C=N/n2cnnc2)c(C)n1-c1cccc(Cl)c1,-23.5%,-3.9%,2.0%,-3.6%,-0.1,-7.3%,4.0%,-3.1%,11.0%,-2.0%,-0.3%
O=C(CCCN1C(=O)S/C(=C/C=C/c2ccccc2)C1=O)Nc1ccc(C(=O)O)cc1,?,-0.7%,25.5%,-5.7%,-3.4,1.2%,0.0%,-4.5%,7.1%,-1.0%,4.1%
COc1ccc(C(=O)NCC2CCCO2)cc1 (centres undefined),23.2%,-0.3%[46.1 µM],1.1%,5.5%,42.0,?,nt,-0.8%,5.0%,-1.4%,-3.6%
CC1/C(=C\c2ccc(Cl)cc2)C(=O)C2CC1C2(C)C (centres undefined),0.2%,-5.3%,6.7%,-2.9%,-34.3,15.7%,-3.9%,?,-1.4%,0.9%,-3.2%
Cc1ccccc1-n1c(-c2cccnc2)n[nH]c1=S,-13.1%,1.2%,nt,4.8%,nt,nt,1.6%,nt,nt,-4.6%,nt
O=C1[C@H]2CC3CCC2(O3)[C@@H]2OCCCN12 (some centres undefined),1.7%,-2.2%,0.3%,3.5%,8.8,23.7%,-0.2%,-1.2%,6.6%,-0.7%,0.0%
CC(Oc1ccc(Br)cc1)c1nc2c3ccccc3nc(=S)n2[nH]1 (centres undefined),-24.7%,6.8%,6.0%,-16.3%,-10.7,?,-2.4%,?,-5.4%,-4.4%,-0.7%
O=C(COC(=O)CCC(=O)c1ccc(F)cc1)Nc1ccc2[nH]c(=O)[nH]c2c1,18.9%,6.0%,5.6%,0.8%,4.6,11.2%,-5.7%,-23.0%,-18.8%,0.6%,?
O=C(NCC(=O)N1CCc2ccccc2C1)c1ccccc1Cl,-14.8%,9.1%,-6.8%,-0.5%,22.7,?,1.4%,?,21.7%,-1.2%,-1.6%
C=CCN1C(=O)CSc2ccc(C(=O)NCc3cccs3)cc21,-26.1%,2.8%,5.6%,-4.3%,-7.1,-9.3%,-15.6%,?,-2.5%,-2.2%,-6.0%
COc1ccc(C(=O)OC(C)CN2CCN(C)CC2)cc1OC (centres undefined),-2.6%,2.9%,-5.6%,0.4%,8.3,-0.8%,-2.0%,2.5%,1.9%,-1.6%,-1.8%
Cc1[nH]nc2c1C(C1CC=CCC1)C(C#N)=C(N)O2 (centres undefined),11.0%,1.7%,?,0.6%,-14.0,-3.1%,-8.6%,?,-17.1%,-0.2%,-9.8%
CCOC(=O)N1CCN(c2cc(N3CCOCC3)c(F)cc2[N+](=O)[O-])CC1,-16.5%,2.3%,-2.7%,-2.0%,0.1,-10.6%,1.3%,-4.0%,-2.5%,-1.6%,-2.0%
CCOc1cc(C2c3c(oc4ccccc4c3=O)C(=O)N2c2nccs2)ccc1O (centres undefined),-19.9%,-1.8%,9.2%,0.5%,-3.0,-0.5%,0.4%,3.1%,-24.8%,-1.8%,-3.3%
Cc1ccccc1N(C(=O)c1csnn1)C(C(=O)NC1CCCCC1)c1ccncc1 (centres undefined),6.8%,-1.2%,-0.7%,2.7%,19.6,11.6%,-3.1%,-4.2%,-12.9%,-11.5%,-20.1%
CC(C)C[C@@H]1NC(=O)[C@H](C(C)C)NC(=O)c2cc([N+](=O)[O-])cc(I)c2NCC[C@@H](C(N)=O)NC1=O,2.1%,-5.7%,-24.8%,-8.9%,6.5,7.6%,-0.1%,2.4%,-2.9%,0.1%,-9.7%
CCNC(=S)NNC(=O)c1c(Cl)c(C)nn1C,15.6%,1.7%[46.1 µM],2.1%,7.5%,6.0,10.6%,-6.0%,3.6%,0.5%,-4.2%,-1.3%
CCCC(=O)N=c1sc2c(OC)ccc(OC)c2n1C,4.2%,3.1%,-1.9%,1.7%,-16.5,-8.9%,2.0%,?,17.9%,-8.6%,0.5%
Cn1cnc2c(NCc3ccco3)ncnc21,-13.2%,-0.4%,7.6%,-4.2%,29.9,-9.7%,5.6%,?,0.9%,-4.9%,-3.2%
Cc1ccc(OCc2cc(C(=O)NCCc3cccnc3)no2)cc1C,11.7%,-2.4%,-0.9%,0.4%,4.0,?,-0.7%,?,-10.3%,-6.4%,-3.2%
Cc1onc(C(=O)NN)c1-c1csc(COc2ccc(Cl)cc2)n1,-20.6%,1.9%,7.9%,-3.4%,-7.1,?,-5.4%,?,?,1.3%,0.4%
O=C(O)c1cccc(Nc2ccc([N+](=O)[O-])c3nonc23)c1,-4.8%,-5.8%,-28.1%,-8.1%,-9.3,-5.0%,-0.1%,3.7%,-14.5%,1.0%,9.5%
COc1cccc2c1C(=O)O/C2=C/c1ccc2c(c1)OCO2,nt,nt,3.0%,nt,-18.8,?,15.6%,?,7.5%,nt,-1.0%
CC(C)OC(=O)CC(=O)CSc1nc2c(cc1C#N)CCC2,-9.2%,-2.7%,3.0%,58.7%[activator],-16.6,?,1.7%,5.1%,3.5%,-3.3%,5.1%

# Entries of single compounds from above. Order of values: a7 integrin act	TCR act	A-T KAP1 phos	ASM inhibitor	TSHR antagonist	ELG1 DNA repair	Mito fusion yeast	BCR signal inh	Eya2 phos inh	TSG101-PTAP inh	Tb PFK block
# Record of O=C(NCC(=O)N1CCc2ccccc2C1)c1ccccc1Cl = -14.8%	9.1%	-6.8%	-0.5%	22.7	?	1.4%	?	21.7%	-1.2%	-1.6%
# Record of COc1ccc(C(=O)OC(C)CN2CCN(C)CC2)cc1OC (centres undefined) = -2.6%	2.9%	-5.6%	0.4%	8.3	-0.8%	-2.0%	2.5%	1.9%	-1.6%	-1.8%
# Record of CCNC(=S)NNC(=O)c1c(Cl)c(C)nn1C = 15.6%	1.7%[46.1 µM]	2.1%	7.5%	6.0	10.6%	-6.0%	3.6%	0.5%	-4.2%	-1.3%
# Record of Cc1[nH]nc2c1C(C1CC=CCC1)C(C#N)=C(N)O2 (centres undefined) = 11.0%	1.7%	?	0.6%	-14.0	-3.1%	-8.6%	?	-17.1%	-0.2%	-9.8%
